Artemis inh: inhibitors of human Artemis endonuclease activity | recombinant Artemis, quenched FAM hairpin cleavage fluorescence | AID 686954 | inhibition, % at 10 µM | Q96SD1 | hit rate 0.78% among 30,000;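 active = at 10 µM dose, at least 30% inhibition, measured as corrected fluorescence normalized to stimulator and neutral control wells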
Target sequence (Q96SD1 whole entry, looked up): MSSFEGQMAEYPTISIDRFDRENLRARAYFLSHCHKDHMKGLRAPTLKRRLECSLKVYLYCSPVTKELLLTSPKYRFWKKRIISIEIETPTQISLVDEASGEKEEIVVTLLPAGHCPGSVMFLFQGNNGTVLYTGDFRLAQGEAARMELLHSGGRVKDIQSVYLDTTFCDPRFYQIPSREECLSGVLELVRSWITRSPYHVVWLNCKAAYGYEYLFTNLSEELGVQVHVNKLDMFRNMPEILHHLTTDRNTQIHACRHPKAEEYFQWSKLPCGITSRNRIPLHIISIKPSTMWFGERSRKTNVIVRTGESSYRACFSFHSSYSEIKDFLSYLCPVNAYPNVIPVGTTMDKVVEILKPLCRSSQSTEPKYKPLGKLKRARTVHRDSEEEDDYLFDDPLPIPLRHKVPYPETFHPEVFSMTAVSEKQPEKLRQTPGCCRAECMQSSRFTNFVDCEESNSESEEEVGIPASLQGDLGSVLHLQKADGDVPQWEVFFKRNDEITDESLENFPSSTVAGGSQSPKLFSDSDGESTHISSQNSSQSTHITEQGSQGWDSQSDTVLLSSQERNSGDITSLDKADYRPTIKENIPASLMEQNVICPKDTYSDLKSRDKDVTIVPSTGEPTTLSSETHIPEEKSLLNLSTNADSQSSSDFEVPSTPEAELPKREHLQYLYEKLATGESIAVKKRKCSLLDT
An asterisk follows results filed as active. A portion of the library (hit frequency here may not be typical).

SMILES	Artemis inh
CCCCNC(=O)N1CCOCCOCCN(C(=O)NCCCC)CCOCCOCC1	9
CC1(C)Cc2c(sc3c2c(=N)n(Cc2ccco2)c(=O)n3CC(=O)Nc2ccccc2)CO1	-7
Cc1nn(-c2nc3ccccc3s2)c(N)c1-c1ccc(Cl)cc1	7
COC(=O)c1cc(Br)c(=O)n(CCN(C(C)C)C(C)C)c1	-2
COc1ccc(C2SC[C@@H](C(=O)O)N2C(C)=O)cc1 (some centres undefined)	-1
O=C(CCSc1ccccc1)N1CCOCC1	-2
COc1ccc(CN(CC(=O)NCC2CCCO2)C(=O)CNS(=O)(=O)c2ccc(C)cc2)cc1 (centres undefined)	-1
O=C1N=C2SCCN2/C1=C\c1ccccc1Cl	7
c1ccc(-c2cc3c(nn2)CCc2nonc2-3)cc1	-6
N#CCc1ccc(NC(=O)Nc2cccc(Cl)c2)cc1	2
CC(C)NC(=O)N(O)C1N(Cc2ccc3c(c2)OCO3)C(=S)SC1(C)C (centres undefined)	-7
CN(C)S(=O)(=O)c1ccc(NC(=O)c2cc(F)c(F)cc2Cl)cc1	0
O=C(CC(=O)c1ccccc1O)c1cccc(F)c1	5
COC(=O)c1ccc(C2C(C(=O)Nc3ccccc3C)=C(C)Nc3ncnn32)cc1 (centres undefined)	1
N#Cc1cc(-c2ccccc2)nnc1Sc1ccc(F)cc1	2
COc1ccc(NC(=O)CC(C)C)c(OC)c1	-4
Cc1cc(-c2ccccc2)c(C#N)c(SCC(N)=O)n1	6
CCc1ccc(Nc2ncc3c(n2)CC(c2ccco2)CC3=O)cc1 (centres undefined)	7
CC1CCc2c(sc(N)c2C(=O)OC(C)C)C1 (centres undefined)	6
COc1cc(C(=O)NNC(=O)NC2CCCCC2)cc(OC)c1OC	1
CC(C)c1nc(SCC(=O)NCc2ccccc2)n[nH]1	3
Cc1cc(Cl)ccc1Oc1ncnc2oc(-c3ccccc3)cc12	-6
CCN1C(=O)/C(=C/N(C(C)=O)c2ccccc2)N(c2ccccc2)C1=S	-1
COC(=O)c1cc(Br)c(=O)n(Cc2ccc(C(=O)O)cc2)c1	-2
Cc1ccc(S(=O)(=O)n2nc(-c3ccco3)nc2SCc2ccccc2)cc1	-4

(next part)
SMILES	Artemis inh
CNC(=O)COC(=O)c1cccnc1SC	-3
O=C(NCc1ccccc1)c1ccc2c(c1)C(=O)N(Cc1ccncc1)C2=O	4
O/N=C1/CCCCC1c1ccccn1 (centres undefined)	12
Cc1csc(C(C#N)C(=O)c2ccncc2)n1 (centres undefined)	6
COc1ccc(C)cc1NC(=O)CSc1nnc(COc2ccc(C)cc2)n1Cc1ccco1	8
O=C(c1ccc(CN2CCOCC2)cc1)N1CCN(c2cccc(Cl)c2)CC1	-5
COc1ccc(CCN2C(=O)c3[nH]nc(-c4ccccc4O)c3C2c2cccc(Cl)c2)cc1 (centres undefined)	24
CC(=O)N(CCC(Cc1ccccc1)c1ccc2c(c1)OCO2)Cc1ccccc1F (centres undefined)	10
Cc1noc(C)c1COc1ccc(C(=O)OCC(=O)NC23CC4CC(CC(C4)C2)C3)cc1	5
CCOC(=O)C1(C(F)(F)F)N=C(c2cccnc2)OC(N2CCOCC2)=N1 (centres undefined)	-3
CCS(=O)(=O)NCc1csc(C)n1	-9
C[N+]1(CCN2C(=O)C3CC=C(Cl)CC3C2=O)CCOCC1 (centres undefined)	-8
N#Cc1c(NC(=O)CCN2C(=O)c3ccccc3C2=O)oc(-c2ccccc2)c1-c1ccccc1	8
Cc1cc(=O)n(CCC(=O)O)c2ccccc12	-1
O=C(NCc1ccncc1)Nc1ccccc1	1
COCCNC(=O)c1ccc2c(c1)nc(C)n2-c1cc(OC)c(OC)c(OC)c1	6
CCc1ccc2oc(=O)cc(CN3CCN(c4ccc(F)cc4)CC3)c2c1	11
Cc1c(C(=O)Oc2cccc3ccccc23)cnn1-c1ccccc1	-2
CCOc1ccc(-n2c(Cc3ccccc3)nnc2SCc2c(C)noc2C)cc1	-4
O=C(COc1ccc2oc(-c3ccccc3)cc(=O)c2c1)NCc1ccco1	2
CCOc1ccccc1CNS(=O)(=O)c1ccc2[nH]c(=O)sc2c1	-1
COC(=O)CSc1nc(N)c2c3c(sc2n1)CCCC3	-2
OC(CN(c1ccccc1)c1ccccc1)Cn1cnc2ccccc21 (centres undefined)	6
COC(=O)c1ccccc1NC(=O)CSc1n[nH]c(C)n1	-4
O=C(Nc1cccc(O)c1)c1cc(S(=O)(=O)N2CCCC2)ccc1Cl	-11

(list continues)
SMILES	Artemis inh
CCN(CC)CCCNC(=O)CCc1ccccc1	-5
Cc1ccc(S(=O)(=O)N2CCCCC2)cc1C(=O)Nc1ccc2cn[nH]c2c1	2
O=C(Nc1ccccc1F)N(CCCN1CCOCC1)Cc1cc2cc3c(cc2[nH]c1=O)OCCO3	-6
CSc1nc2ccccc2cc1/C=C(\C#N)c1ccc(Cl)cc1Cl	-5
CC(=O)Nc1ccc(Nc2ncc([N+](=O)[O-])c(Nc3ccc(NC(C)=O)cc3)n2)cc1	6
COc1ccc(-c2nnc(SCC(=O)NC(C)C)n2CC2CCCO2)cc1OC (centres undefined)	-6
O=S(=O)(Nc1ccc(-c2csc(-c3ccccc3)n2)cc1)c1ccc(F)cc1	14
Cn1c(=N)c(S(=O)(=O)c2ccccc2)cc2c(=O)n3ccccc3nc21	-3
CCCOc1cccc(C(=O)O)c1	-2
Cc1sc2c(=O)n3c(nc2c1C(=O)NC1CCCCC1)CCCCC3	2
Cc1cc(NC(=O)CCC(=O)N(Cc2cccs2)C(C(=O)NC2CCCC2)c2ccccc2)no1 (centres undefined)	-3
CC(C)C(C)NC(=O)COc1ncnc2ccccc12 (centres undefined)	-2
CCCCSc1nc(C)c(CC(=O)O)c(=O)[nH]1	-9
COc1cc(C(=O)NCc2ccc(-c3nc4ccccc4o3)cc2)cc(OC)c1OC	-1
CCCCSc1nc(C)cc(C)c1S(=O)(=O)c1ccccc1C	7
CCOCCCNC(=O)c1ccc(Br)cc1	-4
CC(=O)NCCC(Cc1ccccc1)c1ccco1 (centres undefined)	11
CC(C)n1ncc(C(N)=O)c1N	5
Cc1cnn(CCC(=O)NNC(=S)Nc2ccc(F)cc2)c1	3
Cc1nc2ccc(S(=O)(=O)NCC(=O)NCCN3CCCCC3C)cc2s1 (centres undefined)	-1
O=C(OCN1C(=O)c2ccccc2C1=O)c1cccs1	0
CC(=O)c1cccc(NC(=O)N2CCCC2C(=O)NCc2ccc(F)cc2)c1 (centres undefined)	-11
COC(=O)c1c(NC(=O)C2CCCO2)sc2c1CCC2 (centres undefined)	3
COc1ccc(C(CC(=O)Nc2ccc(F)cc2)c2ccccc2)cc1 (centres undefined)	2
COc1cccc2cc(C(=O)NCc3ccccn3)c(=O)oc12	-4

Quoted from the listing.
`COC(=O)c1cc(Br)c(=O)n(Cc2ccc(C(=O)O)cc2)c1` | Artemis inh = -2
`O=C(Nc1cccc(O)c1)c1cc(S(=O)(=O)N2CCCC2)ccc1Cl` | Artemis inh = -11
`O=S(=O)(Nc1ccc(-c2csc(-c3ccccc3)n2)cc1)c1ccc(F)cc1` | Artemis inh = 14
`CC(C)n1ncc(C(N)=O)c1N` | Artemis inh = 5

Already shown: entries from further up.
SMILES	Artemis inh
CC(C)n1ncc(C(N)=O)c1N	5
Cc1cnn(CCC(=O)NNC(=S)Nc2ccc(F)cc2)c1	3

The listing continues.
SMILES	Artemis inh
CCN(CC)c1ccc(C(=S)N2CCN(c3ccccc3)CC2)cc1	5
Cn1c2c(c(=O)n(C)c1=O)C(NS(=O)(=O)c1ccccc1)(C(F)(F)F)C(=O)N2 (centres undefined)	-2
Cc1nc(NCc2ccccc2)c(C(N)=O)c2c1COC(C)(C)C2	-8
O=C(c1cc2sccc2n1Cc1ccc(F)cc1)N1CCCc2ccccc21	16
O=C(Oc1ccccc1[N+](=O)[O-])c1cccnc1	-4
CCNc1nc(NCC)n2c(SCc3nc4ccccc4c(=O)[nH]3)nnc2n1	-5
Cc1cccc(-c2noc(CN(C(C)C)S(=O)(=O)c3ccc(F)cc3)n2)c1	19
COCCN1C=C(C(=O)OC)C(c2ccccc2C(F)(F)F)C(C(=O)OC)=C1	-6
c1ccc(C(c2nnnn2Cc2ccco2)N2CCN(c3nc4ccccc4s3)CC2)cc1 (centres undefined)	7
Cc1cc(=O)oc2ccc(OCC(=O)N3CCC(C)CC3)cc12	-6
CCN(CC)CCCN1CC(O)=C(c2nc3ccccc3s2)C1=N	-2
CCc1nc2c(sc3nc4c(cc32)COC(C)(C)C4)c(=O)n1Cc1ccco1	10
COc1ccc(CNc2ccc3c(c2)nc(C)n3C)cc1	13
Clc1ccc(-c2nnc3sc(-c4ccc(Br)o4)nn23)c(Cl)c1	-5
CC(=O)N1CCN(S(=O)(=O)c2cccc(C(=O)Nc3nc4ccccc4[nH]3)c2)CC1	-4
CCOC(=O)CN1C(=O)C2Cc3ccccc3CN2C1=S (centres undefined)	-2
O=c1oc(-c2ccccc2Cl)nc2ccsc12	5
Cn1c2c(c(=O)n(C)c1=O)C(NS(=O)(=O)c1ccc(Cl)cc1)(C(F)(F)F)C(=O)N2 (centres undefined)	0
O=C(N/N=C\c1ccc(Cl)s1)c1cccs1	1
N#CC1(Cc2ccccc2Cl)c2ccccc2C=CN1C(=O)c1ccccc1 (centres undefined)	7
CCC(C)(C)n1nnnc1CN(Cc1cc2cc(OC)c(OC)cc2[nH]c1=O)C1CCCC1	2
Cc1oc(C(C)(C)C)cc1C(=O)Nc1ccc(C(=O)O)cc1	16
Oc1ccc2ccccc2c1/C=N/c1nc2c(s1)CCCC2	63*
CCOC(=O)c1[nH]c(CSc2nnnn2-c2ccccc2C)c(C(=O)OCC)c1C	-7
N#Cc1c(NCCN)nc(-c2ccccc2)c2c1CCCC2	8

Following part:
SMILES	Artemis inh
CC(=O)Nc1cc2c(cc1C(C)=O)OCCO2	-7
CC1(C)Cc2ccccc2-c2nnc(-c3ccc4ccccc4n3)n21	0
COc1ccc(OC)c(/C=N/NC(=O)CSc2nnc(C)n2-c2ccccc2)c1	1
O=C1c2oc3ccccc3c(=O)c2C(c2cccnc2)N1CCCN1CCOCC1 (centres undefined)	4
c1ccc(-n2ncc3c(NCCN4CCCCC4)ncnc32)cc1	-6
Cc1nc2ccc(NC(=O)c3ccc(Cl)c(NC(=O)c4cccs4)c3)cc2s1	20
CN(C)c1nccc(Nc2ccccc2)c1C#N	1
Clc1cccc(-c2cc3nc4c(c(N5CCN(c6cnccn6)CC5)n3n2)CCCC4)c1	13
COc1ccc(-c2cc(C(F)(F)F)nc(SCC(=O)N3CCOCC3)n2)cc1OC	-5
COC(=O)c1cccc(NC(=O)CSc2nnc(COc3cccc(C)c3)n2C)c1	11
Cc1ccc(-c2cc(C(=O)NCc3ccccn3)c3ccccc3n2)cc1C	14
CC1CCCN(C/C(O)=C(\C#N)c2nc3ccccc3[nH]2)C1 (centres undefined)	4
CCOC(=O)C1=C(C)NC(C)=C(C(=O)OCC)C1C(=O)OC1CCOC1=O (centres undefined)	-2
Cc1cc(C#N)c2ccccc2n1	1
O=C(CN1C(=O)c2ccccc2C1=O)Nc1cccnc1	3
Cc1ccc(OCCCC(=O)Nc2ccc(N3CCOCC3)cc2)c(C)c1	14
COc1ccc(C2SCC(=O)N2c2c(C)n(C)n(-c3ccccc3)c2=O)cc1 (centres undefined)	-1
O=C1C=C(c2ccc(Cl)cc2)OC2(CCCC2)O1	-2
CCOC(=O)c1cnn(-c2nc(C)cc(C)n2)c1N	0
Clc1ccc(NCn2cncn2)nc1	5
Cn1c(=N)n(CC(=O)C(C)(C)C)c2ccccc21	-9
O=C(CCN1C(=O)C2C3C=CC(C3)C2C1=O)Nc1ccc(F)cc1 (centres undefined)	-7
Cc1ccc(S(=O)(=O)NCCC(=O)NCc2ccc3c(c2)OCO3)cc1C	-11
CCOC(=O)c1c(C)nc2c(c(SC)nn2-c2ccccc2)c1N	16
Cc1cc2c(OCC(O)CNC(C)(C)C)cccc2[nH]1 (centres undefined)	3

Entries above that have a cyano group:
SMILES	Artemis inh
N#CCc1ccc(NC(=O)Nc2cccc(Cl)c2)cc1	2
N#Cc1cc(-c2ccccc2)nnc1Sc1ccc(F)cc1	2
Cc1cc(-c2ccccc2)c(C#N)c(SCC(N)=O)n1	6
Cc1csc(C(C#N)C(=O)c2ccncc2)n1 (centres undefined)	6
N#Cc1c(NC(=O)CCN2C(=O)c3ccccc3C2=O)oc(-c2ccccc2)c1-c1ccccc1	8
CSc1nc2ccccc2cc1/C=C(\C#N)c1ccc(Cl)cc1Cl	-5
N#CC1(Cc2ccccc2Cl)c2ccccc2C=CN1C(=O)c1ccccc1 (centres undefined)	7
N#Cc1c(NCCN)nc(-c2ccccc2)c2c1CCCC2	8
CN(C)c1nccc(Nc2ccccc2)c1C#N	1
CC1CCCN(C/C(O)=C(\C#N)c2nc3ccccc3[nH]2)C1 (centres undefined)	4
Cc1cc(C#N)c2ccccc2n1	1

(list continues)
SMILES	Artemis inh
Cc1ccc(S(=O)(=O)N(C)c2cc(S(=O)(=O)N3CCC(C)CC3)c(C)cc2C)cc1	5
O=C(COC(=O)c1ccc[nH]c1=O)NCC1CCCO1 (centres undefined)	1
O=C(CCN1C(=O)C2C3C=CC(C3)C2C1=O)Nc1c(F)cccc1F (centres undefined)	-4
COc1ccc(-c2c3c([nH]c(=S)c2C#N)CCC3)cc1	1
CCC(C)(C)n1nnnc1C(c1cc(OC)c(OC)c(OC)c1)N1CCN(c2ccccc2)CC1 (centres undefined)	-2
CCOc1ccc(C(=O)NC(Cc2ccccc2)C(=O)OC)cc1 (centres undefined)	2
Cc1cc(C)nc(NC2=NCC(=O)N2c2ccccc2)n1	2
Cc1ccc(OCC(O)Cn2c(NCCc3ccccc3)nc3c2c(=O)[nH]c(=O)n3C)cc1 (centres undefined)	-9
O=C(NCc1cccnc1)C1CCCN(S(=O)(=O)c2ccc(Br)cc2)C1 (centres undefined)	9
CC(=O)NCC(=O)NC(C(=O)Nc1ccc2c(c1)OCCO2)c1ccccc1 (centres undefined)	1
CC(C)N1C(=S)SC2CS(=O)(=O)C=C21 (centres undefined)	-4
Cc1ccccc1OCc1nc(-c2ccc(NC(=O)c3ccc4c(c3)OCO4)cc2)no1	-4

Fetched by compound from above (2):
SMILES	Artemis inh
CCC(C)(C)n1nnnc1C(c1cc(OC)c(OC)c(OC)c1)N1CCN(c2ccccc2)CC1 (centres undefined)	-2
CC(C)N1C(=S)SC2CS(=O)(=O)C=C21 (centres undefined)	-4
